Screens (PubChem)
PREPL inhibitor – inhibits the human prolyl oligopeptidase-like enzyme. Q4J6C6. recombinant PREPL, fluorescence polarization activity-based probe. inhibition, % at 5.96 µM. 0.68% of 320,000 active; in the data active = inhibition above about 43%;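 note: 0% = enzyme with DMSO and 100% = wells lacking enzyme; many of its hits are not listed in these tables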
Target sequence (Q4J6C6 whole entry, looked up): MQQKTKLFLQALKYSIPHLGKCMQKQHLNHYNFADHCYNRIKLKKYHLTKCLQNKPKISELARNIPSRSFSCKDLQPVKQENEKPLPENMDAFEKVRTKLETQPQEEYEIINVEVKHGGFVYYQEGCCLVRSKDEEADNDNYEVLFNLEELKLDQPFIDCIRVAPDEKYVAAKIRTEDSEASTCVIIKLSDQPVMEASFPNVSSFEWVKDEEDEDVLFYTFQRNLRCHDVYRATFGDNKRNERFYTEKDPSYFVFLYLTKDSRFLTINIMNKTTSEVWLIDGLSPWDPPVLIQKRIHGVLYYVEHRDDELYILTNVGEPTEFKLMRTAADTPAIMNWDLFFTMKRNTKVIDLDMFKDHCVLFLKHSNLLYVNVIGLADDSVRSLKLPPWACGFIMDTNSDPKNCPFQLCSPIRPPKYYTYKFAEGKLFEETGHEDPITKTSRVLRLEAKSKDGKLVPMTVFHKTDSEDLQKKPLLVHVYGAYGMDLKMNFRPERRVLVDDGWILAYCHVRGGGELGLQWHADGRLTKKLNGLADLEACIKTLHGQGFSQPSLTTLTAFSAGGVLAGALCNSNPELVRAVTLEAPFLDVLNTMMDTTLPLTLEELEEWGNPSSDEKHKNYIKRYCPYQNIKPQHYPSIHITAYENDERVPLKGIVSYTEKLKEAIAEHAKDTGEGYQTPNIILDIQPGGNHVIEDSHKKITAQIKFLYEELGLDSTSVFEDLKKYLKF
ZTA counter – blocks Epstein-Barr virus ZTA, an EBNA-1 counter-screen; P03206; ZTA-DNA binding, fluorescence polarization; inhibition, % at 11 µM; 0.15% of 320,000 active; AID 2234; in the data active = inhibition above about 33%
Target sequence (P03206 whole entry, looked up): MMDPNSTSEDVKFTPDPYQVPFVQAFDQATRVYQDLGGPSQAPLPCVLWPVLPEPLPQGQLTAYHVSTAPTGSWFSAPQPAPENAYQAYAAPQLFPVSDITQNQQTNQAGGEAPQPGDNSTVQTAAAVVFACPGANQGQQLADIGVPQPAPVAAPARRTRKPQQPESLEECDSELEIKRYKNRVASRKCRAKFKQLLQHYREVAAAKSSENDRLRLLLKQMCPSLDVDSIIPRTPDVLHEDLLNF
PAFAH2 FP inh – PAFAH2 (human) inhibition | Q99487 | recombinant PAFAH2, FP-rhodamine activity probe, fluorescence polarization | inhibition, % at 3.39 µM | 0.99% of 340,000 active | AID 492956;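 active = inhibition above the mean over all tested compounds plus 3 SD, cut at about 30% in these data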;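 note: inhibitors block probe labeling of enzyme so polarization drops; 0% = enzyme with DMSO and 100% = wells lacking PAFAH2 protein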
PAFAH1B3 FP inh – PAFAH1B3 (human) inhibition; Q15102; recombinant PAFAH1B3, FP-rhodamine probe, fluorescence polarization; inhibition, % at 3.39 µM; 0.28% of 340,000 active;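 active = inhibition above the screen-wide average of all tested compounds plus 3 SD, cut at about 25% in these data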;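 note: 0% = enzyme with DMSO only and 100% = wells lacking PAFAH1B3 protein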
PAD4 inh – blocks human protein arginine deiminase 4; Q9UM07; recombinant PAD4, RCA probe fluorescence polarization; inhibition, % at 6.36 µM; 0.41% of 330,000 active; AID 485272;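 active = percent inhibition above a cutoff equal to the mean of all tested compounds plus 3 SD, cut at about 15% in these data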;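 note: 0% = PAD4 with RCA probe and DMSO and 100% = probe without PAD4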
EBNA-1 inh – blocks EBNA-1 binding to DNA | EBNA-1 DNA binding, fluorescence polarization | AID 1950 | 0.34% of 300,000 active | inhibition, % at 14.8 µM; in the data active = inhibition above about 28%
LYPLA2 counter – LYPLA2 (human) inhibition in PME1 counter-screen. O95372. recombinant LYPLA2, FP-Rh probe fluorescence polarization. inhibition, % at 5.9 µM. 0.38% of 320,000 active;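 active = inhibition above the screen-wide mean plus 3 SD, limit set per campaign, cut at about 26% in these data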;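 note: 0% = LYPLA2 with DMSO and 100% = wells lacking LYPLA2 enzyme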
LYPLA1 counter – counter-screen for PME1 inhibitors: inhibitors of human LYPLA1. 0.16% of 320,000 active. O75608. recombinant LYPLA1, FP-Rh probe fluorescence polarization. inhibition, % at 5.9 µM;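 active = inhibition above the mean of all tested compounds plus 3 SD, set per campaign, cut at about 14% in these data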;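 note: inhibitors block serine hydrolase probe labeling of LYPLA1 so polarization falls; 0% = enzyme with DMSO and 100% = wells lacking LYPLA1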
GSTO1 counter – blocks human GSTO1 in RBBP9 counter-screen; 1.1% of 300,000 active; inhibition, % at 5.96 µM; P78417; AID 1974; recombinant GSTO1, activity-based probe fluorescence polarization;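 active = inhibition above the campaign mean inhibition plus 3 SD, cut at about 35% in these data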;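 note: 0% = GSTO1-1 with DMSO and 100% = wells lacking GSTO1-1 enzyme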
* hit, by the source's call; nt = no result given. These rows are one share of the data, so the mix of outcomes need not match the whole.

Every second line gives: PAFAH1B3 FP inh, LYPLA2 counter, GSTO1 counter, LYPLA1 counter, PAFAH2 FP inh, PAD4 inh, ZTA counter, EBNA-1 inh, PREPL inhibitor
CCN(CC)CCNC(=O)c1cc(-c2cccnc2)nc2ccc(S(=O)(=O)N3CCC(C)CC3)cc12
 : 4.2, -7.4, -2.4, -5.3, -4.1, -0.7, 3.6, -6.7, -31.9
Cc1cc(C)n(C2CC(=O)N(c3cccc(Cl)c3)C2=O)n1 (stereo not drawn)
 : -4.2, -0.1, -5.0, 1.8, 1.1, -4.0, 9.2, 6.7, -5.0
O=C(Cn1nc(-c2ccc(Cl)cc2)ccc1=O)NCCN1CCOCC1
 : 1.8, 2.5, 2.8, -0.1, 2.6, 2.4, 14.9, 7.8, 3.8
CC1(NC(=O)CCc2ccccc2)CCN(CCCc2ccccc2)C1=O (stereo not drawn)
 : 16.0, -3.2, nt, -1.6, 0.9, 0.8, 9.4, nt, -3.6
Fc1cccc(Cl)c1CSc1ccc(-c2cccnc2)nn1
 : 4.9, 20.7, -9.4, 2.9, 5.0, -3.4, -0.8, 10.8, 1.3
O=C(/C=C/Nc1ccc(F)c(F)c1)c1ccc(Br)cc1
 : -3.1, 0.1, 3.9, -2.8, -1.4, -3.6, 6.6, 3.7, -14.7
Cc1nn(-c2ccccc2)nc1CNC(=O)c1ncoc1-c1ccccc1
 : 3.0, 0.8, -5.4, -0.7, 1.9, -0.2, 3.6, -16.8, -6.9
CC[C@@]12C(=O)N(c3cccc(Cl)c3)C(=O)N1[C@H](c1cccc(C)c1)[C@@H]1C(=O)N(Cc3ccccc3)C(=O)[C@@H]12
 : 0.3, -0.9, -1.1, -6.7, -2.4, -1.9, 3.1, -8.0, -8.3
CCn1c(SCC(=O)O)nc2ccccc21
 : 11.8, -8.3, 1.1, -5.3, 3.9, 0.8, -17.7, -6.7, 11.7
COc1cc2c(cc1OC)C1(CCCC1)CNC2C (stereo not drawn)
 : -3.9, -1.2, 2.0, 0.4, -11.3, -0.4, -6.1, -0.1, 18.6
COc1ccc(Cl)cc1NC(=S)NC(=O)c1ccco1
 : 4.4, -2.1, nt, -3.8, -5.4, -1.2, -7.2, nt, 8.3
Oc1ccccc1C(=S)N1CCN(C(=S)c2ccccc2O)CC1
 : 4.6, -4.6, -4.7, -5.1, 0.3, -3.7, -4.1, 3.1, 4.0
OC(CN1CCCCC1)Cn1c2ccccc2c2cc(Br)ccc21 (stereo not drawn)
 : 12.6, 0.5, 3.0, -1.4, 1.7, -2.4, -9.0, -5.4, 9.4
COc1cc2c(cc1OC)CN(C(=O)c1ccc(S(=O)(=O)N3CCCCCC3)cc1)CC2
 : 10.2, -3.6, -4.5, -3.0, -5.1, -3.6, 17.6, 5.7, 3.0
CSc1ccccc1C(=O)Nc1ccc2c(c1)OCCO2
 : 5.3, 7.3, -2.3, 3.5, 11.0, -3.7, 4.6, 13.5, 19.1
O=C(Nc1nnc(S(=O)(=O)N2CCCC2)s1)c1ccccc1Cl
 : 5.2, 4.9, -49.4, -0.5, 13.1, -1.4, -4.8, 2.6, -4.6
COc1ccc(Cl)cc1NC(=S)N1CCCCCC1
 : 1.1, 1.1, -4.7, -4.6, -1.5, 0.2, -3.2, 12.9, 11.5
COc1ccc(Cn2c(O)c(C=Nc3ccccc3C(=O)O)c3ccccc3c2=O)cc1
 : 10.1, -1.3, -7.4, 2.7, 37.0*, -14.8, 9.1, -1.2, 15.3
CCOC(=O)N1CCN(c2c(N3CCN(c4ccc(OC)cc4)CC3)c(=O)c2=O)CC1
 : -5.0, -0.6, 0.2, 6.8, -1.4, 2.5, -23.3, -2.1, 15.5
CCOc1ccc(NC(=O)CCC(=O)Oc2ccc(C)cc2)cc1
 : 10.8, -2.4, -1.1, 6.1, 1.2, -6.2, -17.3, -17.8, 22.1
NS(=O)(=O)c1ccc(CNC(=O)c2cccc(Oc3ccccc3)c2)cc1
 : 12.8, 0.6, -4.9, -5.8, -9.9, -2.5, -2.9, 0.8, 2.1
CCNS(=O)(=O)c1ccc(NC(=O)Cc2ccc(F)cc2)cc1
 : -3.5, -1.9, 1.1, -3.3, 3.1, -1.3, 5.2, -2.7, -0.7
CCOc1ccc(/C=N/NC(=O)c2ccc(F)cc2)cc1CN1CC2CC(C1)c1cccc(=O)n1C2 (stereo not drawn)
 : -4.1, -3.3, nt, 1.0, 0.1, -10.2, 6.3, nt, 17.2
CC(=O)NC(CC(=O)O)c1ccc([N+](=O)[O-])cc1 (stereo not drawn)
 : 5.0, 5.2, -1.6, 0.3, -1.3, -6.9, -1.2, -7.9, 9.1
O=C(O)/C=C/c1ccc2c(c1)OCCO2
 : 7.5, 0.8, -3.4, 4.4, -2.8, -3.7, 8.7, 1.4, 0.8
CCOC(=O)C1(CCc2ccccc2)CCN(C(=O)C2CCOCC2)CC1
 : 5.0, -4.0, -1.8, 0.5, 2.8, -2.6, 0.8, -18.4, 2.0
CC(C)Oc1ccccc1/C=N/NC(=O)c1ccccc1Cl
 : 1.5, 1.2, 1.5, 0.1, 3.7, -2.1, 2.6, -13.5, -16.3
Cc1ccc2nsnc2c1NC(=O)c1sc2ccccc2c1Cl
 : 0.1, 5.0, 2.2, 1.1, -12.0, 1.4, 0.6, 14.1, 8.4
CCc1ccc(C(=O)COC(=O)c2cccs2)cc1
 : -0.3, 10.0, 0.9, -2.3, 13.8, -0.9, -1.0, 7.1, 23.0
CC(C)c1ccccc1NC(=S)NCCCn1ccnc1
 : 12.1, -9.0, 4.2, 0.1, 7.2, 0.3, 4.4, -3.8, 4.2
N=C1C(c2nc(-c3ccc(Cl)cc3)cs2)=C(O)CN1NC(=O)c1ccc(O)cc1
 : 3.0, -13.5, 0.4, -12.6, -8.2, -8.5, 21.5, 7.7, 33.0
COc1ccc(CNC(=O)C2CCN(C(=O)Cc3ccccc3)CC2)cc1
 : -6.5, 6.2, 3.2, 2.6, -12.6, 6.1, -1.2, 4.9, -0.1
Clc1ccc(-c2cc(-c3ccccc3)on2)cc1
 : 9.3, 3.2, -3.0, -2.3, -0.6, -2.0, -3.0, 2.3, 6.2
O=C(O)C1C2C=CC3(CN(C/C=C/c4ccccc4)C(=O)C13)O2 (stereo not drawn)
 : -2.4, 0.3, 9.2, 3.7, 7.6, 1.4, 7.0, 10.7, -6.8
CC(C)NC(=O)COc1ccc(S(=O)(=O)N2CCOCC2)cc1
 : 0.6, 3.1, 8.9, 3.2, -0.8, 2.7, 9.4, 2.9, 0.3
N#C/C=C/N1CCC(Cc2ccccc2)CC1
 : -1.5, -1.0, 18.0, 3.3, 7.9, 1.0, -7.8, -5.3, 14.6
CCOc1ccc(N(CC(=O)NCc2ccco2)C(=O)CCC(=O)Nc2nccs2)cc1
 : 2.3, -1.3, 3.7, -1.2, -3.3, 0.1, 7.1, -3.2, 4.8
CCOc1cc(-c2sc(Nc3ccc(CC)cc3)n[n+]2-c2ccccc2)ccc1OC
 : 8.4, 4.1, 3.3, 1.1, -1.1, -7.0, 0.2, -6.4, 11.6
C=CCN=C(NC#N)SCc1ccccc1
 : 3.1, -2.9, 3.1, -3.6, 11.1, 5.4, -21.4, -5.4, -5.0
CCN1C(=O)C2(Nc3ccccc3-c3nc4ccccc4n32)c2cc(OC)ccc21 (stereo not drawn)
 : -2.5, 6.5, -3.2, -1.8, 0.2, -3.1, -21.6, 0.9, 14.6
CC(=O)c1ccc(OCC(O)CN2CCN(CCO)CC2)cc1 (stereo not drawn)
 : 8.2, -3.4, 12.3, 0.7, 8.4, -5.5, 6.4, 3.8, -7.0
COc1ccccc1NCC(=O)NN=C1CCS(=O)(=O)c2ccc(F)cc21
 : 7.7, nt, nt, nt, -3.4, 2.1, nt, nt, 17.0
CC(=O)c1c(C)[nH]c(C(=O)CN2CCN(S(=O)(=O)c3ccccc3[N+](=O)[O-])CC2)c1C
 : -1.1, 2.1, nt, 2.1, -2.3, 1.4, -7.8, nt, 3.5
O=C(Nc1ccc(Cl)cc1N1CCOCC1)C1CCCCC1
 : 0.1, 0.8, -4.5, 3.3, 12.4, 2.9, 5.5, 3.8, 18.5
CCC1CCC(C(=O)NC(C(=O)NCCCN2CCCCC2C)C(C)C)CC1 (stereo not drawn)
 : 0.7, 5.9, 5.5, -3.6, -6.1, -1.0, 2.8, -7.5, -0.2
Cc1ccccc1S(=O)(=O)Cc1ccc(C(=O)N(C)C2CCCCC2)o1
 : 4.5, 3.5, -0.6, -3.5, -5.5, 3.0, -1.5, 4.7, 2.5
Cc1nc(/C(N)=N/OC(=O)c2ccc(Cl)cc2)c(C(F)(F)F)o1
 : 6.8, 5.9, 3.7, 1.1, 1.7, -4.8, -23.0, -14.2, 7.0
Cc1cccc(CN2CCN(CCCc3ccccc3)CC2)c1
 : nt, 12.6, 7.0, 7.2, nt, -1.7, -4.0, -1.3, -4.0
CCc1nc(N2CCN(C(=O)c3ccco3)CC2)c2oc3ccccc3c2n1
 : -4.6, -1.8, -0.8, -7.5, -6.3, 1.6, 3.5, -2.8, -18.3
CC(Oc1ccc(Cl)cc1Cl)C(=O)N/N=C1\CCCc2ccccc21 (stereo not drawn)
 : 1.5, 1.6, 11.3, 1.6, -2.2, -0.6, -12.4, 3.9, -6.6
O=C(/C=C/c1ccc([N+](=O)[O-])cc1)Nc1cccc(S(=O)(=O)NC2=NCCCCC2)c1
 : 3.0, nt, nt, nt, 8.8, 0.4, nt, nt, 34.3
CC1=C(C(=O)OCC2CCCO2)C(c2ccccc2)C2=C(CC(C)(C)CC2=O)N1 (stereo not drawn)
 : 7.0, -4.1, -1.8, -3.8, 2.0, 2.5, 8.0, 4.9, 5.3
CCOC(=O)C1(C(F)(F)F)N=C(C(F)(F)F)Nc2ccccc21 (stereo not drawn)
 : -0.7, 0.7, 2.8, -1.2, 12.8, -4.4, -2.1, 1.7, 0.8
Cn1c(=O)c2c(nc(CN3CCN(C(=O)c4ccco4)CC3)n2Cc2ccc(Cl)cc2)n(C)c1=O
 : 7.4, -2.0, -1.5, 0.3, 3.5, 0.7, -4.0, -8.4, 6.1
O=c1[nH]cnc(O)c1C(c1cccc([N+](=O)[O-])c1)c1c(O)nc[nH]c1=O
 : 2.4, 3.9, 2.6, 5.3, -1.6, -4.2, -8.6, 1.3, -1.7
O=C(NCCc1ccccc1)C1CC(=O)N(c2ccc3c(c2)OCCO3)C1 (stereo not drawn)
 : 0.2, -5.9, -3.2, -2.2, -7.0, 2.7, 4.1, 6.5, -6.0
CCOC(=O)c1[nH]cnc1C(=O)NC1CCN(C(=O)OC(C)(C)C)CC1
 : 4.2, 0.0, nt, 0.0, 3.9, -0.6, 11.6, nt, -0.6
